MRP1 act: H69AR viability gain despite doxorubicin, primary screen, MRP-1 activator project, H69AR cells, CellTiter-Glo; viability rescue; viability increase, % at 10 µM; 140,000 compounds, 0.61% hits; AID 799, 2007;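 active = viability gain under doxorubicin at or above a set limit, the compound median plus 3 SD, cut at about 4.7% in these data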;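 note: MRP-1 overexpressing cells given doxorubicin 25 µM after compound pretreatment; 18-22 h compound pretreatment then 72 h with doxorubicin before readout; 0% = doxorubicin-only wells and 100% = vehicle-treated cells without doxorubicin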
GALR2 blocker: GALR2 antagonists in receptor-expressing cells, primary screen. Galanin receptor type 2 (Homo sapiens), O43603. antagonist mode. inhibition, % at 4 µM. 140,000 compounds, 0.39% hits. AID 828, 2007; in the data active = inhibition above about 27%;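 note: cells stimulated with galanin 1-16 at roughly its EC80; 0% = agonist challenge control and 100% = basal control without agonist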
Target sequence (O43603 whole entry, looked up): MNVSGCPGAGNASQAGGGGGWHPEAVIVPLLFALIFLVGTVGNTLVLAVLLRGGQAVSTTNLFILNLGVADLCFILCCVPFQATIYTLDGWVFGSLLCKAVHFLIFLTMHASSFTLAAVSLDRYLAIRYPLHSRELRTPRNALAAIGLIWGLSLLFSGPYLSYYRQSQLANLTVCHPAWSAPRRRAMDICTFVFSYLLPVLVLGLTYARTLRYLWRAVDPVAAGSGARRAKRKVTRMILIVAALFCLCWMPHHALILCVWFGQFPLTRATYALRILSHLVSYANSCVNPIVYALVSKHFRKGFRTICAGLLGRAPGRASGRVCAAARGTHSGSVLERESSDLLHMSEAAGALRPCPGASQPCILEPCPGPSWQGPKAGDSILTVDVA
Phagocytosis inh: inhibitors of macrophage phagocytosis, primary screen, imaging, J774A.1 cells, IgG beads. inhibition, % at 5 µM. AID 1029, 2008. 110,000 compounds, 0.07% hits. J774A.1 macrophage IgG-bead phagocytosis;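 active = inhibition above the mean of the plate negative controls plus 5 SD, cut at about 13% in these data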;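 note: phagocytic index as fraction of beads internalized from green versus red external bead signal; plate controls were DMSO negative control for no effect and cytochalasin-D positive control for full effect; some results beyond the cut were filed as inactive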
HCT116 PTEN-null: growth suppression of PTEN-null HCT116, primary screen, cell-based, CellTiter-Glo; HCT116 PTEN-null viability, 60 h; hits give low values; viability, % at 10 µM; 140,000 compounds, 1.2% hits;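 active = viability at or below a set limit, 4 SD under the median of all tested compounds, cut at about 3.7% in these data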;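 note: PTEN knockout HCT116 line with beta catenin targeted HCT116 as companion control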
E-sel TNF inh: E-selectin induction blockers in HUVEC – imaging, immunofluorescence, high content, primary screen. HUVEC TNFa-induced E-selectin immunofluorescence. inhibition, % at 2 µM. 120,000 compounds, 0.71% hits. AID 1246, 2008;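 active = inhibition above the batch mean plus 3 SD, and confirmed as a hit on visual image review, cut at about 43% in these data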;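 note: 0% = TNF-stimulated DMSO wells and 100% = unstimulated control wells; not every result past the cut was called active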
HCT116 bCat-KO: primary screen for growth suppressors in beta-catenin knockout HCT116 cells (colon tumor, human) | HCT116 beta-catenin knockout viability, CellTiter-Glo, 60 h; hits give low values | 140,000 compounds, 1.5% hits | viability, % at 10 µM | AID 818, 2007;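 active = viability at or under a set limit, the compound median less 4 SD, cut at about 6% in these data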;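 note: 0% = Hyamine 1622 control at 20 µM and 100% = untreated cell control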
BB579 growth dn: growth inhibitors of yeast BB579 in restrictive medium, primary screen, yeast lifespan-shortening project, S. cerevisiae; OD615, 48 h; inhibition, % at 10 µM; 140,000 compounds, 0.51% hits; AID 804, 2007;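 active = inhibition above a set limit, 3 SD over the mean compound inhibition, cut at about 44% in these data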; note: inactives centre near -24
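System: Saccharomyces cerevisiae DeaD strain BB579, replicative lifespan model yeast. Buffer or medium: restrictive glucose-based CSMM-D medium. Doses: one dose, 10 µM compound with 0.25% DMSO. Timing: 4 h preincubation and 48 h exposure at 30 °C. Detection: turbidity as optical density at 615 nm. Benchmarks: amphotericin B 10 µg/mL, positive.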
Measles CPE: compounds protecting cells from measles virus cytopathic effect, primary screen, measles RdRp inhibitor project, single point, MLSMR library, absorbance. protection (pct of control), % at 4 µM. Measles virus-infected cells, CPE protection. 140,000 compounds, 1.5% hits. AID 841, 2007; in the data active = protection mostly above about 24%, no sharp cut-off; inactive = mostly below about 26%; note: some compounds called inactive have numbers as strong as hits
NPY-Y2 antag: NPY-Y2 receptor antagonists, primary screen, cell-based; Neuropeptide Y receptor type 2 (Homo sapiens), P49146; NPY-Y2 expressing cells, antagonist mode; inhibition, % at 2.7 µM; 140,000 compounds, 0.99% hits; AID 793, 2007; in the data active = inhibition above about 17%;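 note: 0% = vehicle with agonist challenge and 100% = reference antagonist with challenge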
Target sequence (P49146 whole entry, looked up): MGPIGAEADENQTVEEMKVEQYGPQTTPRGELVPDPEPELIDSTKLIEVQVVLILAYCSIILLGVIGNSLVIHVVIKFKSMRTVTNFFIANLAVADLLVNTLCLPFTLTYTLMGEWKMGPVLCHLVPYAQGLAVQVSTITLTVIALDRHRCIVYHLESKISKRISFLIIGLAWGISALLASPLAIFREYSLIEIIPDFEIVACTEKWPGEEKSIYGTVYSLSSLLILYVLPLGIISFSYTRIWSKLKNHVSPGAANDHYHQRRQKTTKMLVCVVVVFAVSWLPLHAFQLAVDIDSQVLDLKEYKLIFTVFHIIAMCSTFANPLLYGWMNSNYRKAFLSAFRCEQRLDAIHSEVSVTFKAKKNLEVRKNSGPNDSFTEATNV
Yeast life ext: compounds extending yeast replicative lifespan, primary screen, S. cerevisiae, OD615; S. cerevisiae growth with nicotinamide; deaD strain in restrictive glucose medium; inhibition of the nicotinamide effect, % at 10 µM; 130,000 compounds, 0.68% hits; AID 775, 2007;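 active = inhibition above a set limit, placed 3 SD over the median of all compounds, cut at about 26% in these data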;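 note: 0% = nicotinamide-treated wells and 100% = cells grown without nicotinamide; some compounds called inactive have numbers as strong as hits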
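Test system: DeaD-strain S. cerevisiae / Buffer or medium: restrictive glucose medium / Also added: nicotinamide 1.5 mM / Doses: one concentration, 10 µM, DMSO 0.25% / Schedule: 48 h at 30 °C / Signal: OD615 measurement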
The depositor's hits bear a star; . = no result given.

The first two records, to show the layout:
SMILES | BB579 growth dn | HCT116 bCat-KO | GALR2 blocker | HCT116 PTEN-null | Measles CPE | Yeast life ext | E-sel TNF inh | MRP1 act | NPY-Y2 antag | Phagocytosis inh
Cc1cccc2cc(CN(Cc3ccc(F)cc3)Cc3nnnn3C3CCCC3)c(=O)[nH]c12 | -44 | 93 | 1 | 88 | 6 | -4 | . | -4.4 | 1 | -1
O=C(/C=C/c1cccc([N+](=O)[O-])c1)NCCSCc1c(Cl)cccc1Cl | -46 | 86 | 14 | 83 | 27 | -1 | . | 3.4 | 8 | -8

The whole of this part, from the start:
SMILES | BB579 growth dn | HCT116 bCat-KO | GALR2 blocker | HCT116 PTEN-null | Measles CPE | Yeast life ext | E-sel TNF inh | MRP1 act | NPY-Y2 antag | Phagocytosis inh
Cc1cccc2cc(CN(Cc3ccc(F)cc3)Cc3nnnn3C3CCCC3)c(=O)[nH]c12 | -44 | 93 | 1 | 88 | 6 | -4 | . | -4.4 | 1 | -1
O=C(/C=C/c1cccc([N+](=O)[O-])c1)NCCSCc1c(Cl)cccc1Cl | -46 | 86 | 14 | 83 | 27 | -1 | . | 3.4 | 8 | -8
CN1CCc2c(c3ccccc3n2C)C1 | -18 | 89 | 6 | 98 | 5 | -20 | 1 | -2.3 | 1 | .
O=C(Nc1nnc(Cc2ccccc2)s1)c1cccs1 | -38 | 108 | 4 | 108 | 3 | -23 | -7 | -1.0 | 2 | -3
Cc1[nH]c2ccccc2c1Cc1nnc(SCC(N)=O)o1 | 9 | 92 | 4 | 92 | 8 | -8 | -7 | -0.9 | 3 | 1
O=C(OCC(=O)N1CCOCC1)c1ccccc1Cc1ccccc1 | -19 | 94 | -9 | 87 | 11 | 0 | 27 | -1.9 | 2 | -7
CC(C)C1=NN(C(=O)c2cccnc2)C(O)(C(F)(F)F)C1 (configuration not stated) | 10 | 67 | -8 | 72 | 6 | -17 | 22 | -2.7 | 0 | .
N#C/C(=C/c1ccccc1)c1nn(CCO)c(N)c1C#N | -17 | 85 | 1 | 89 | 13 | -15 | 27 | -1.4 | 0 | 0
CCOC(=O)c1c(NC(=O)C(C)N2CCN(C(=O)c3ccco3)CC2)sc2c1CCCC2 (configuration not stated) | -45 | 45 | -8 | 36 | 2 | -6 | 19 | -2.8 | 4 | 0
CCOC(=O)CSc1ncnc2c1cnn2-c1ccc(C)cc1 | -52 | 77 | 0 | 89 | 10 | -24 | -19 | -2.6 | 2 | -3
COc1ccc(/C=N/NC(=S)Nc2ccccc2)cc1COc1ccc(F)cc1F | -2 | 81 | -1 | 81 | 7 | 0 | . | 0.7 | 3 | -5
COc1ccc2c(c1[N+](=O)[O-])CCC/C2=N/OC(=O)c1cccc2ccccc12 | -46 | 61 | 0 | 69 | 10 | -5 | -15 | 0.4 | 2 | -3
COc1ccc(-c2noc(CCCOc3ccccc3)n2)cc1OC | 2 | 97 | 4 | 92 | 7 | -8 | -15 | 0.2 | 13 | 0
CN(CC(=O)O/N=C(\N)c1ccccn1)S(=O)(=O)c1ccccc1 | -45 | 89 | 2 | 99 | 9 | 2 | -27 | -0.8 | 0 | .
O=c1c2c(nc3c(-c4ccccc4)c[nH]n13)CCCC2 | -36 | 89 | -3 | 111 | 1 | -9 | 4 | -1.3 | 3 | .
CCOC(=O)C1=C(C)Nc2nc(SCC)nn2C1c1ccc(OC)cc1 (configuration not stated) | -30 | 98 | 0 | 77 | 4 | -7 | 16 | -1.4 | -1 | 1
CC1(C)C=Cc2c(c3ccccc3[nH]c2=O)O1 | -13 | 90 | 11 | 103 | 31 | -9 | 7 | -2.0 | 2 | 2
O=C(COc1ccccc1)NCCSCc1ccc(Cl)cc1 | -18 | 90 | 6 | 96 | 4 | -6 | 1 | -0.5 | 9 | .
C[C@@H]1NC(=O)[C@H](CCCN=C(N)N)NC(=O)c2cc([N+](=O)[O-])cc(I)c2NCCC[C@@H](C(N)=O)NC1=O | -17 | 105 | -6 | 91 | 5 | -3 | -10 | -2.3 | 1 | .
COc1ccc(CN(CCCN2CCOCC2)S(=O)(=O)N(C)C)cc1OC | 0 | 95 | -3 | 94 | 11 | -3 | . | -1.1 | 6 | -1
CC(C)(C)NC(=O)C1Cc2ccccc2CN1C(=O)Nc1cccc(Cl)c1 (configuration not stated) | 2 | 87 | 2 | 96 | 3 | -18 | 7 | -3.5 | 0 | 1
CCCN(CCC)C(=S)Nc1cc(C(=O)OC)ccc1C(=O)OC | -17 | 85 | 1 | 98 | 29 | -3 | -1 | -1.3 | 0 | -3
COC(=O)/C(=N/Nc1ccccc1C)N1CCCc2ccccc21 | -28 | 61 | -3 | 74 | 8 | -6 | . | -3.3 | 6 | -10
CSCCC(=O)Nc1ccc(C(C)=O)cc1 | -10 | 96 | 0 | 100 | 5 | -30 | 0 | -2.2 | -1 | -1
O=C(C1CC1)N1CCC(c2nc(-c3ccc(S(=O)(=O)NCC4CCCO4)cc3)no2)CC1 (configuration not stated) | -7 | 39 | 19 | 32 | 3 | -14 | -17 | -1.0 | -1 | -1
COc1ccc(S(=O)(=O)N2CCC(N3CCCCC3)CC2)cc1 | -32 | 90 | 5 | 94 | 23 | -25 | 16 | -2.4 | 2 | .
Cc1ccc(S(=O)(=O)/N=C2/C=C(Sc3ncn[nH]3)C(=O)c3ccccc32)c(C)c1 | -35 | 1.9* | 27* | 2.8* | 14 | 4 | . | -4.1 | 1 | -7
CC1CCN(CC(=O)NCc2ccccc2)CC1 | -2 | 94 | 4 | 91 | 17 | -3 | -13 | -2.3 | 5 | -2
COc1cccc(C(=O)NN/C(C)=C/C(=O)C(F)(F)C(F)(F)C(F)(F)F)c1 | -25 | 62 | 2 | 64 | 9 | 10 | . | 1.2 | 0 | -10
CCCCCNC(=O)c1ccc2c(=O)[nH]c3c(C(=O)NCC4CCCO4)sc(=S)n3c2c1 (configuration not stated) | -74 | 100 | 1 | 100 | 4 | -2 | -35 | -0.7 | -3 | -1
N#CCN1CCC/C1=C\[N+](=O)[O-] | -24 | 100 | 3 | 98 | 3 | 0 | 1 | 0.7 | 0 | 0
COC(=O)c1ccccc1NC(=S)NC(NC(=O)COc1ccccc1)C(Cl)(Cl)Cl (configuration not stated) | -20 | 75 | -3 | 77 | 4 | -12 | 16 | -3.0 | -1 | .
COCc1cc(CN2CCCC2)c(O)c2ncccc12 | 1 | 6 | 4 | 5 | 1 | 0 | . | 0.6 | 1 | 1
Cc1cc(C)n(C(=O)c2cccc(S(=O)(=O)N3CCOCC3)c2)n1 | -14 | 97 | 3 | 98 | 15 | -20 | 3 | 0.0 | 0 | 0
O=C(CSc1ccc2ccccc2n1)c1ccc2c(c1)OCO2 | -4 | 102 | -21 | 101 | 4 | -1 | 7 | -0.2 | 13 | 1
CC(C)Nc1nnc(SCC(=O)Nc2ccc3c(c2)C(=O)c2ccccc2C3=O)s1 | -38 | 48 | 6 | 40 | 9 | -4 | . | -1.1 | -2 | -6
Nc1nnc(C(c2ccccc2)c2ccccc2)s1 | -76 | 103 | 7 | 100 | 7 | -8 | 6 | -1.3 | 0 | -4
O=C(COC(=O)/C=C/c1cccs1)Nc1nc(-c2ccccc2)cs1 | 3 | 63 | 0 | 73 | 14 | 6 | . | -5.1 | 1 | -4
Nn1c(SCC(=O)N2CCCc3ccccc32)nnc1-c1ccc(Cl)cc1 | -10 | 99 | -10 | 92 | 6 | -2 | . | 1.2 | 9 | 0
NC(=O)C(Cc1ccccc1)NS(=O)(=O)c1ccc(N2CCCC2=O)cc1 (configuration not stated) | -43 | 96 | -9 | 95 | 3 | 2 | 24 | -0.4 | 4 | -1
CC(C)C(=O)Nc1cccc(C(=O)N2CCCCC2C)c1 (configuration not stated) | -33 | 89 | -1 | 89 | 10 | -7 | 7 | -1.9 | 2 | -1
O=C(CNC(=O)c1cccc(F)c1)N/N=C/c1cccc([N+](=O)[O-])c1 | -25 | 96 | 4 | 95 | 9 | 5 | 0 | -0.9 | 5 | 5
CC(/C=N/Nc1nc2ccccc2[nH]1)=C\c1ccccc1 | -47 | 58 | 13 | 63 | 9 | 4 | -13 | -1.7 | 12 | -2
C=CCn1c(SCC(=O)N2CCN(c3ccc(F)cc3)CC2)nnc1-c1cccs1 | 0 | 50 | -14 | 77 | 23 | -4 | -5 | -2.6 | 5 | -1
C=CCNS(=O)(=O)c1cccc(C(C)=O)c1 | -37 | 99 | 5 | 96 | 14 | 1 | . | 0.3 | 3 | -11
C=CCC(NCc1ccco1)c1ccc(OC)cc1OC (configuration not stated) | 2 | 90 | -5 | 97 | 20 | -1 | -12 | -2.4 | 6 | -1
CCCCOC(=O)Oc1ccc2c(=O)c(Oc3cccc(C)c3)coc2c1 | 11 | 91 | -4 | 94 | 4 | 6 | . | -0.5 | 0 | .
COc1ccc(C2CC(=O)C3=C(C2)Nc2ncnn2C3c2ccccc2C)cc1 (configuration not stated) | -37 | 97 | -8 | 83 | 9 | -17 | 8 | -1.6 | -3 | -1
S=C(NCCC(c1ccccc1)c1ccccc1)Nc1ccccc1Cl | 21 | 92 | -14 | 85 | 8 | -16 | -78 | -4.5 | 5 | .
CCN(CC)CCCN(Cc1cc2cc3c(cc2[nH]c1=O)OCCO3)C(=O)Nc1ccc(F)cc1 | -17 | 56 | -11 | 66 | 5 | -20 | -30 | -6.0 | 8 | 0
Cn1c(=O)[nH]c(=O)c2c1nc(N1CCCCCC1)n2CC(N)=O | -2 | 96 | 1 | 100 | 11 | . | -42 | -0.5 | -4 | .
COc1ccc(CC(=O)NCC(=O)N/N=C/c2ccco2)cc1 | -19 | 86 | -5 | 106 | 5 | 0 | 10 | -1.1 | 1 | -14
CCOC(=O)n1ccc(C(=O)Nc2ccccc2F)n1 | 7 | 90 | -1 | 94 | 8 | -11 | . | 1.9 | 0 | 1
Cc1cccc(C)c1N(CC(=O)NN=C1CCCCCC1)S(C)(=O)=O | -21 | 98 | 0 | 98 | 0 | -3 | -37 | 0.4 | 1 | 0
CCn1nnnc1SCC(=O)c1ccc(C)cc1C | -41 | 77 | 1 | 91 | 8 | . | -22 | -1.4 | 0 | .
COc1cccc(Oc2ccc(C(F)(F)F)cc2NC(=O)c2cccc(F)c2)c1 | -69 | 74 | -15 | 66 | 7 | 1 | . | 0.4 | 10 | 1
